Eya2 phos inh – qHTS Assay for Inhibitors of the Phosphatase Activity of Eya2 | Protein phosphatase EYA2 (Homo sapiens), O00167 | recombinant Eya2, OMFP fluorescence dephosphorylation (OMFP is methylfluorescein phosphate) | Potency, µM (series often up to 76.9 µM), for the others: at the top dose activity, negative = inhibition, usual class: inhibitors | hit rate 0.006% among 330,000 | AID 488837, 2010; also: potency is read from the fitted curve at half-maximal effect; % is scaled to controls: 0 for no effect and ±100 for the full control effect
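Eya2 protein (added as 0.2 uM solution) was preincubated with compound for 10 min at ambient temperature in 50 mM HEPES pH 7.5, 50 mM NaCl, 5 uM MgCl2, 0.05% BSA, 1 mM DTT. OMFP (added at 50 uM) then reacted 10 min; fluorescence read at 485/525 nm.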
MBNL1 CUG block – qHTS Assay for Inhibitors of MBNL1-poly(CUG) RNA binding. Muscleblind-like protein 1 (Homo sapiens), Q9NR56. TR-FRET MBNL1-His/biotin-(CUG)12 binding, 665/545 ratio. Potency, µM (titrated, usually from 57.5 µM), without a hit: top-dose activity change, negative = inhibition, actives largely listed as inhibitors. hit rate 0.036% among 280,000. AID 2675, 2010; active = well fitted inhibition curve with a large enough effect in the signal ratio, with a control signal flat, not every such curve was filed as active; inconclusive = small, poorly fitted or top-dose-only effect, or effect the other way, or a change in a side signal; inactive = no such curve, though single readings can be large or run the other way; the % refers to the signal ratio; also: potency is read from the fitted curve at half-maximal effect; % is scaled to controls: 0 for no effect and ±100 for the full control effect
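His-tagged MBNL1 binding to biotinylated (CUG)12 RNA was measured by TR-FRET using terbium anti-His antibody (0.055 ng/ul final) and streptavidin-XL665 (5 nM final). Compounds were titrated 92 nM to 58 uM; 60 min at room temperature.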
KCNH2 WT inh – qHTS for Inhibitors of KCHN2 3.1: Wildtype qHTS; Voltage-gated inwardly rectifying potassium channel KCNH2 (Homo sapiens), Q12809; U2OS, BacMam KCNH2, thallium flux FluxOr; hits give low values; activity change, % at 1.84 µM; hit rate 0.37% among 340,000; AID 720551, 2013;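 active = maximum activity change below -70%; inconclusive = maximum activity change between -70% and -50%; inactive = maximum activity change above -50%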; also: % is scaled to controls: 0 for no effect and ±100 for the full control effect
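U2OS cells transduced with wild-type KCNH2 virus are loaded with FluxOr dye for 45 min, and thallium flux is measured in kinetic reads before and after stimulation buffer. Rate constants are normalized to DMSO controls.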
USP2a inh – qHTS Assay for Inhibitors of Ubiquitin-specific Protease USP2a Using CHOP2 as the Reporter; Ubiquitin carboxyl-terminal hydrolase 2 (Homo sapiens), O75604; USP2 core, Ub-CHOP2 coupled fluorogenic reporter, 485/531; Potency, µM (doses to about 38.3 µM), for inactives: at the top dose activity change, negative = inhibition, most hits filed as inhibitors; hit rate 0.01% among 330,000;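 also: potency is read from the fitted curve at half-maximal effect; plate controls were DMSO wells for no effect and full inhibition by NEM control for full effect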
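Deubiquitinase activity read as fluorescence (485/531 nm) after Ub-CHOP2 cleavage activates the enterokinase reporter on its substrate; USP2 core 10nM, Ub-CHOP2 and substrate 25nM each, 30min compound preincubation then 60min RT; data normalized to NEM, curves fitted.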
Mito fusion yeast – qHTS Assay for Small Molecule Inhibitors of Mitochondrial Division or Activators of Mitochondrial Fusion | S. cerevisiae fusion-defective mutant growth rescue, CellTiterGlo 48 h | Potency, µM (series often up to 46.1 µM), inactives show top-dose growth rescue (activation), most hits filed as activators | hit rate 0.23% among 320,000 | AID 485298, 2010;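 also: potency is read from the fitted curve at half-maximal effect; % of control where 0% means no effect; nearly all actives have a fitted effect of over 45% in size; temperature-sensitive fusion mutants such as fzo1-1 at 37 °C on non-fermentable ethanol glycerol medium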
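Temperature-sensitive fusion-defective S. cerevisiae (e.g. fzo1-1, mgm1-5) were grown with compound in YPEG medium (3% ethanol, 3% glycerol) for 48 hours at 37C. Growth rescue was measured as viability by CellTiterGlo luminescence after 10 minutes at ambient.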
GALK inh – qHTS Assay for Inhibitors of Human Galactokinase (GALK); AID 1868, 2009; P51570; hit rate 0.007% among 270,000; Potency, µM (series often up to 57.5 µM), for inactives: top-dose activity change, negative = inhibition, most hits filed as inhibitors; Purified GALK, Kinase-Glo residual ATP luminescence; also: potency is read from the fitted curve at half-maximal effect; % is scaled to controls: 0 for no effect and ±100 for the full control effect
Target sequence (P51570 whole entry, looked up): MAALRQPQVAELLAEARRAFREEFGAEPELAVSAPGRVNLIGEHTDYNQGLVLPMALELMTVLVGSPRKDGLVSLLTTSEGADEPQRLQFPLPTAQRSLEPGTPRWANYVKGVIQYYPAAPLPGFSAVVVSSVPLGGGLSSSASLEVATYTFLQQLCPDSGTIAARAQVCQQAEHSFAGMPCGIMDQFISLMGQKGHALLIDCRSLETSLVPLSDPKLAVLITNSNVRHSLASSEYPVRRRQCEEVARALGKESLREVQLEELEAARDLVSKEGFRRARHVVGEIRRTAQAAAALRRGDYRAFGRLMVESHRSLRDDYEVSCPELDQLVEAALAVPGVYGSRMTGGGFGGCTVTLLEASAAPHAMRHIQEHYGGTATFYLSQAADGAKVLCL
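Human GALK (5 nM) with 35 uM ATP and 100 uM galactose in 20 mM HEPES pH 8.0, 5 mM MgCl2, 60 mM NaCl, 1 mM DTT, 0.01% BSA. After 1 h at room temperature, leftover ATP was read by Kinase-Glo Plus luminescence.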
Chronic BCR inh – qHTS Assay to Find Inhibitors of Chronic Active B-Cell Receptor Signaling; ABC-DLBCL IkBa-CBG/CBR reporter, luminescence ratio, 4 h; Potency, µM (doses to about 46.1 µM), without a hit: at the top dose ratio change, negative = lower green/red ratio, hits mostly inhibitors; hit rate 0.05% among 340,000; AID 493014, 2011; active = well fitted inhibition curve with a large enough effect in the signal ratio, with a control signal flat, not every such curve was filed as active; inconclusive = small, poorly fitted or top-dose-only effect, or effect the other way, or a change in a side signal; the % refers to the signal ratio;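 also: potency is read from the fitted curve at half-maximal effect; plate controls were basal doxycycline-induced cells for no effect and cells given 10 µM MG132 for full effect; MG132 reads +100%, hits lower the ratio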
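Cell line TMD8 (human ABC DLBCL), stably expressing tet-inducible CBG68-IkBa fusion and CBR; IMDM/0.5% FBS; cpd up to 46 uM; dox induction, 4 h, 37C/5% CO2; dual luminescence; green/red ratio; MG132 control.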
TSHR antagonist – Antagonists of the Thyroid Stimulating Hormone Receptor: HTS campaign. Thyrotropin receptor (Homo sapiens), P16473. TSHR-expressing cells, TSH-stimulated cAMP HTRF, 2 h; hits give low values. activity change, negative = inhibition, % at 11.5 µM. hit rate 0.2% among 330,000. AID 504810, 2011;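 active = activity change below a set negative limit, meaning inhibition stronger than a set level, cut at about -70% in these data; inconclusive = activity change between two set negative limits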; also: % is scaled to controls: 0 for no effect and ±100 for the full control effect
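TSHR-expressing cells were treated with compounds, then stimulated with TSH at EC80 (4nM final) for 2 hours at 37 deg C. Cellular cAMP was measured by HTRF competition between lysate cAMP and cAMP-d2 for a cryptate-labelled anti-cAMP antibody.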
PKM2 act – qHTS Assay for Activators of Human Muscle isoform 2 Pyruvate Kinase; Pyruvate kinase PKM (Homo sapiens), P14618; purified PKM2, Kinase-Glo ATP luminescence, activation; response scale: 0% is enzyme alone, no compound; Potency, µM (titrated, usually from 57.5 µM), for the others: at the highest dose activation, hits mostly activators; hit rate 0.34% among 260,000; also: potency is read from the fitted curve at half-maximal effect; % is scaled to controls: 0 for no effect and ±100 for the full control effect; nearly all actives have a fitted effect of over 55% in size
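Purified hPK-M2 (>95% pure) converted ADP (0.1 mM final) to ATP with 0.5 mM PEP in 50 mM imidazole pH7.2, KCl, MgCl2, Tween 20, BSA; 1 h at room temperature. ATP detected by Kinase-Glo luminescence.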
Menin MLL FP TR – qHTS Assay for Inhibitors Targeting the Menin-MLL Interaction in MLL Related Leukemias: Competition With Texas Red Labeled MLL-derived Mutant Peptide. O00255. Menin + Texas Red MLL mutant peptide, fluorescence polarization. Potency, µM (series often up to 61.6 µM), without a hit: top-dose FP activity change, negative = inhibition, most hits filed as inhibitors. hit rate 0.23% among 270,000. AID 1768, 2009; active = well fitted inhibition curve with a large enough effect in the polarisation, with a control signal flat, not every such curve was filed as active; inconclusive = small, poorly fitted or top-dose-only effect, or effect the other way, or a change in a side signal; inactive = no such curve, though single readings can be large or run the other way; the % refers to the polarisation; also: potency is read from the fitted curve at half-maximal effect; % of control where 0% means no effect; many of its hits are not listed in these tables
Target sequence (O00255 whole entry, looked up): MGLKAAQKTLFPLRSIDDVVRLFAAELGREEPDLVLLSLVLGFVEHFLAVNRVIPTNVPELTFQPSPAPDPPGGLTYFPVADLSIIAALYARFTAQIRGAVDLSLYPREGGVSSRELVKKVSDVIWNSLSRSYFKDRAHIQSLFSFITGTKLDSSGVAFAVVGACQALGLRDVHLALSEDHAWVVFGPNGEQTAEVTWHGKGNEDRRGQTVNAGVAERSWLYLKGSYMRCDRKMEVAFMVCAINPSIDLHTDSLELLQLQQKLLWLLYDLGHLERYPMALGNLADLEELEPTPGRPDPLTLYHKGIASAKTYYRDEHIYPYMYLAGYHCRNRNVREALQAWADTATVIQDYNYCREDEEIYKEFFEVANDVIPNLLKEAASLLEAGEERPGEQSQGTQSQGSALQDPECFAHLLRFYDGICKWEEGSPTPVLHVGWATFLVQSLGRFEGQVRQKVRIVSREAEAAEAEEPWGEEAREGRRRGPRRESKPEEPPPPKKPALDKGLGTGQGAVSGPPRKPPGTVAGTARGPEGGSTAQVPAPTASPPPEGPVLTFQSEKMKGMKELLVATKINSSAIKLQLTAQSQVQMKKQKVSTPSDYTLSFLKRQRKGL
ASM inhibitor – Inhibitors of Secretory Acid Sphingomyelinase (S-ASM): qHTS; Sphingomyelin phosphodiesterase (Homo sapiens), P17405; placental ASM, HMU-PC fluorogenic substrate, 60 min; Potency, µM (titrated, usually from 57.5 µM), for the others: at the top dose activity change, negative = inhibition, usual class: inhibitors; hit rate 0.006% among 340,000; AID 504937, 2011; also: potency is read from the fitted curve at half-maximal effect
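qHTS format. ASM enzyme prepared from human placenta hydrolyses the fluorogenic substrate HMU-PC0 (9 uM final) over 60 min at 37 °C after a 10 min compound preincubation.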
* hit, by the source's call; u = inconclusive; x = no result given; & = joins results of further samples; [ ] = another dose, or the depositor's remark. Unless noted, calls follow the shape of the dose curve; as a rule, active = well fitted curve in the direction sought with a large enough effect; inconclusive = small, poorly fitted or top-dose-only effect, or another doubt; inactive = no such curve, though single readings can be large; an effect the other way counts as inactive or inconclusive. A portion of the library, so the mix of outcomes need not match the whole.

SMILES	Eya2 phos inh	MBNL1 CUG block	KCNH2 WT inh	USP2a inh	Mito fusion yeast	GALK inh	Chronic BCR inh	TSHR antagonist	PKM2 act	Menin MLL FP TR	ASM inhibitor
CC1CN(c2cc(=O)n(-c3ccccc3)c(=O)[nH]2)CC(C)O1 (configuration not stated)	9%	2%	-1	1%	3%	2%	u	8	1%	-8%	-2%
COc1ccc(S(=O)(=O)n2nc(C)c(S(=O)(=O)N3CCOCC3)c2C)cc1	12%	-4%	-12	-1%	0%	-3%	-1%	-4	x	-1%	-1%
Cc1nc(CN2CCN(C(=O)c3ccc(C(C)(C)C)cc3)CC2)cs1	7%	-13%	3	1%	9%	2%	13%	24	4%	-18%	2%
Cc1nc2nc[nH]n2c(=O)c1NC(=O)CC12CC3CC(CC(C3)C1)C2	9%&-5%	3%&-1%	-7&-12	3%&4%	1%&2%	0%&-3%	u	-2&10	-1%&6%	0%&0%	0%&2%
Cc1ccc2cc(C)c3nnc(SCc4ccc(C(=O)O)cc4)n3c2c1C	4%	16%	-16	3%	-2%	4%	0%	-13	-1%	x	-1%
Cc1cccc(C(=O)Nc2ccc(C(=O)N/N=C/c3cccnc3)cc2)c1	3%	4%	3	1%	1%	-2%	u	0	1%	18%	2%
O=[N+]([O-])c1ccc(Cl)cc1Sc1cccc2cccnc12	-3%	-17%	-4	0%	2%	3%	2%	-11	1%	-12%	-5%
S=C(NCC1CCCO1)N1CCN(c2nc(-c3ccccc3)cs2)CC1 (configuration not stated)	-4%	0%	-2	-1%	-6%	11%	1%	-13	1%	10%	-3%
Cc1ccc(Oc2cc(NC(=O)CCCn3nc(C)c([N+](=O)[O-])c3C)cc([N+](=O)[O-])c2)cc1	-4%	x	-12	1%	-4%	0%	-2%	-30	-8%	u	u
CCn1cc(C(=O)NC2CCCCC2)c(=O)c2ccc(C)nc21	3%	-5%	-13	0%	-2%	0%	6%	-2	0%	x	0%
C=CCNC(=S)NNC(=O)C(CCCC)CC(O)COCC(C)C (configuration not stated)	-3%	-6%	4	4%	-7%	1%	2%	10	-6%	x	-3%
CC(C)(C)N1C(=O)[C@H]2[C@@H](c3ccc(Br)cc3)N3C(=O)N(c4cccc(Br)c4)C(=O)[C@@]3(Cc3ccccc3)[C@H]2C1=O	11%	-4%	1	2%	1%	x	16%	-4	0%	u	-1%
O=C(CSC1=NS(=O)(=O)c2cc(Cl)ccc2N1)c1ccc(Cl)cc1	5%	x	1	-2%	3%	x	u	-21	x	x	-11%
Cc1cc(NC(=O)c2c(Cl)cnn2C)no1	8%	-1%	-5	0%	-1%	-1%	6%	-4	-3%	x	0%
O=C(O)c1ccc(N/N=C/c2ccc(C(F)(F)F)cc2)cc1	0%	15%	3	2%	-4%	0%	u	-26	-1%	u	-3%
CC1CN(c2cc(=O)n(Cc3ccc(F)cc3)c(=O)[nH]2)CC(C)O1 (configuration not stated)	-1%	1%	-6	2%	-5%	1%	15%	0	0%	-7%	-2%
CCC(=O)NC(=S)Nc1ccc(OC)cc1OC	8%	-7%	6	-1%	-6%	2%	u	-5	1%	-6%	4%
CCn1c(SCC#N)nc2cc(S(=O)(=O)N3CCOCC3)ccc21	-6%	1%	7	5%	2%	-6%	-7%	9	-7%	x	7%
Cc1ccc(N(Cc2cc3cc(C)ccc3[nH]c2=O)C(=O)c2cccs2)cc1	6%	4%	13	3%	3%	-2%	1%	23	8%	2%	-4%
CCOC(=O)C1=C(C)Nc2nc(SC)nn2C1c1ccc(C(=O)OC)cc1 (configuration not stated)	2%	-14%	-17	-1%	3%	-1%	-10%	8	-3%	17%	5%
CC(=O)c1ccc(NC(=O)C(C)N(C)CC(=O)Nc2cccc(F)c2)cc1 (configuration not stated)	-7%	4%	-8	2%	-6%	4%	-10%	-1	3%	37%[activator]	0%
CCCOC(=O)c1ccc(NC(=O)C2C3C=CC(O3)C2C(=O)O)cc1 (configuration not stated)	2%	-11%	-2	1%	-4%	5%	-12%	9	8%	7%	0%
CCN(CC)c1ccc(C2C3CCCCC3(O)CCN2CC(=O)Nc2ccccc2)cc1 (configuration not stated)	-34%	2%	11	-7%	-24%	1%	-13%	-3	1%	u	0%
CCOC(=O)C1(Cc2cccc(OC)c2)CCN(Cc2ccccc2)CC1	-11%	-5%	7	-6%	-4%	1%	-6%	31	-8%	2%	0%
Cc1cccc2c3nc4ccccc4nc3n(C)c12	-24%	6%	-7	-2%	-1%	x	9%	-9	x	13%	-7%
O=c1cc(-c2ccccc2)cc(-c2ccccc2)n1CCO	-14%	x	31	1%	-8%	x	-23%	11	x	x	4%
C[C@H]1CCC[C@]2(C)C[C@H]3OC(=O)C(CN4CCCCCC4)[C@H]3C=C12 (some centres not stated)	-4%	-3%	-10	4%	-2%	x	u	-43	x	u	1%
O=C(CC(c1ccccc1)c1cc(Br)ccc1O)NCCN1CCOCC1 (configuration not stated)	-9%	-21%	-21	-8%	4%	-1%	10%	13	-11%	15%	-2%
Cc1ccc(C)c(NC(=O)Nc2ccc3c(c2)OCO3)c1	6%	-5%	3	1%	-2%	8%	-5%	-5	-15%	x	3%
CC(=O)n1cc([C@@H]2C=C(C(=O)NCc3ccccc3)O[C@H](OCCCCO)C2)c2ccccc21	0%	-2%	-5	-5%	0%	0%	-13%	-5	4%	1%	9%
CCC(C)Sc1nc(O)c(Cc2ccccc2)c(=O)[nH]1 (configuration not stated)	5%	-4%	-6	0%	-1%	-1%	u	21	-10%	u	1%
Oc1ccc(/C=N/Nc2nc(-c3ccc(Cl)cc3)cc(C(F)(F)F)n2)cc1	-5%	-1%	-13	1%	17%	x	u	6	-2%	u	-28%
CC(NCc1ccc(OCC(N)=O)cc1)C12CC3CC(CC(C3)C1)C2 (configuration not stated)	0%	-3%	18	0%	-2%	2%	2%	-6	0%	-11%	3%
O=C(C/C=N/OCc1c(Cl)cccc1Cl)c1cnc(-c2ccccc2)s1	4%	20%	0	-3%	-1%	3%	3%	4	-1%	u	-3%
COc1ccccc1C(=O)NC(=S)Nc1ccc(N2CCN(C(=O)c3ccco3)CC2)cc1	8%	-4%	-1	0%	-5%	-3%	3%	-30	2%	x	-9%
COc1ccc(CCNC(=O)c2ccc(CNS(=O)(=O)c3ccc(C(C)(C)C)cc3)cc2)cc1OC	1%	86%[activator]	-5	-1%	-4%	2%	-24%	6	-3%	11%	-5%
O=C(O)CN1C(=O)/C(=C\c2cc(Br)ccc2OCc2ccc(Cl)cc2Cl)SC1=S	-6%	-19%	2	-6%	u	-15%	0%	-7	x	92%[activator]	-1%
COc1ccccc1N1CCN(C(=O)CCCn2c(=O)[nH]c3ccsc3c2=O)CC1	9%	-2%	5	0%	-6%	-6%	-10%	-4	5%	-3%	0%

Source: PubChem (National Center for Advancing Translational Sciences (NCATS))
